Screens deposited in PubChem BioAssay by National Center for Advancing Translational Sciences (NCATS).
TDP1 cell CPT – growth inhibition of DT40 Tdp1-/-;hTDP1 cells with camptothecin (screen for TDP1 inhibitors) | chicken DT40 Tdp1-/-;hTDP1 cells + 20 nM CPT, ATP luminescence, 48 h | AID 686979 | Potency, µM (highest dose often 46.2 µM), for inactives: top-dose activity change, negative = growth inhibition, actives largely listed as inhibitors | 420,000 tested, 12% active; also: nearly all actives have a fitted effect of over 55% in size
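Cell growth measured by CellTiter-Glo luminescence after a minimum 48 h, 37 C compound exposure with 20 nM CPT in Tdp1-knockout DT40 cells stably expressing hTDP1, seeded 400/well; qHTS titration format.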
KAT2A inh – inhibitors of human GCN5L2 histone acetyltransferase. Q92830. GCN5L2 HAT assay, ThioGlo1 CoA-SH fluorescence. Potency, µM (highest dose often 58.9 µM), inactives show top-dose activity change, negative = inhibition, hits mostly inhibitors. 390,000 tested, 0.21% active. AID 504327
Target sequence (Q92830 whole entry, looked up): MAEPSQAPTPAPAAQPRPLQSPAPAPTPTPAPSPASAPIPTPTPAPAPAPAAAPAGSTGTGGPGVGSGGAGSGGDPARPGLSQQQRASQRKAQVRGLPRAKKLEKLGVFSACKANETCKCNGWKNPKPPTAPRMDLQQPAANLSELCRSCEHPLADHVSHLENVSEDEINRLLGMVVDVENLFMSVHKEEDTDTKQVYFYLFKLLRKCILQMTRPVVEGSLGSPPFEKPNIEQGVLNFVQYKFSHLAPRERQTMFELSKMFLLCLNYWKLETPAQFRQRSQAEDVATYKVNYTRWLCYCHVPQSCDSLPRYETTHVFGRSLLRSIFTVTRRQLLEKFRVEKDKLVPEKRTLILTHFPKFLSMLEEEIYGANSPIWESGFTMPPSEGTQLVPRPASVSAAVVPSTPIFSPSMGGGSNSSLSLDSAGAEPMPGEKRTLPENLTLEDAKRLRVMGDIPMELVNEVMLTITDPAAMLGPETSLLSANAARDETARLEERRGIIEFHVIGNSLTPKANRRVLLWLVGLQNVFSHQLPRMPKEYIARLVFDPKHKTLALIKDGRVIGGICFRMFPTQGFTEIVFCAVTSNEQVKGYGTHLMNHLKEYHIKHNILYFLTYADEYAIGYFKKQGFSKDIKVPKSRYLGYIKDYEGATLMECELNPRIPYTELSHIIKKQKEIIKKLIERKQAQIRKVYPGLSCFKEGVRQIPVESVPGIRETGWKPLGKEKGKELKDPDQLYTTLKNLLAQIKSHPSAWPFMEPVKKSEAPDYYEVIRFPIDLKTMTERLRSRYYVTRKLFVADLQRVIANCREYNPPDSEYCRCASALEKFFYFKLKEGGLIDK
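Compounds, pin-transferred from DMSO stocks, meet 20nM GCN5L2 for 15 min before the reaction begins with H3(1-25) peptide (75uM) and acetyl-CoA (70uM). Thiol-reactive ThioGlo1 reports CoA release over 20 min at room temperature.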
DT40 TDP1 no CPT – qHTS for Inhibitors of human tyrosyl-DNA phosphodiesterase 1 (TDP1): qHTS in cells in absence of CPT. DT40 Tdp1-/- hTDP1 cells, no CPT, ATP luminescence, 48 h. Potency, µM (highest dose often 46.2 µM), for inactives: top-dose activity change, negative = growth inhibition, hits mostly inhibitors. 420,000 tested, 15% active; also: nearly all actives have a fitted effect of over 55% in size
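Chicken DT40 Tdp1-/- cells complemented with human TDP1, screened without camptothecin (DMSO vehicle only), 400 cells/well. Compounds pin-transferred, cells incubated at 37 °C for at least 48 hr. Growth read as ATP-dependent luminescence (CellTiter-Glo, 30 min at RT).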
Active calls of the source: *; ? = inconclusive; · = not tested or not shown; & = joins results of further samples. Calls follow the shape of the dose curve; as a rule, active = well fitted curve in the direction sought with a large enough effect; inconclusive = small, poorly fitted or top-dose-only effect, or another doubt; inactive = no such curve, though single readings can be large; an effect the other way counts as inactive or inconclusive. % is scaled to controls: 0 for no effect and ±100 for the full control effect; potency is read from the fitted curve at half-maximal effect.

SMILES	TDP1 cell CPT	KAT2A inh	DT40 TDP1 no CPT
COC(=O)c1c(O)cc(=O)n2c1CCCCC2	1%	-4%	-10%
O=C(Nc1ccc(N2CCN(C(=O)c3ccccc3F)CC2)cc1)c1ncn[nH]1	11%	-2%	5%
Cc1ccccc1C(=O)OCCCN=C1NS(=O)(=O)c2ccccc21	-3%	-1%	-14%
N#Cc1c(NC(=S)NC(=O)c2ccccc2)sc2c1CCCCC2	?	·	?
Fc1cccc(Cl)c1C1SCc2nc3ccccc3n21 (configuration not stated)	16µM*	·	15µM*
O=C(NCc1cccnc1)c1cc(S(=O)(=O)N2CCCCC2)ccc1Cl	-4%	-12%	-22%
O=C(COc1cccc(C(F)(F)F)c1)NCC(c1ccco1)N1CCCCC1 (configuration not stated)	?	-9%	?
CC1=NCCN1CCNC(=O)Nc1ccc(C(C)(C)C)cc1	-5%	0%	-23%
Cc1cccc(CSCc2ccc(C(=O)NC3CCCC3)o2)c1	0%	-11%	14%
Cc1ccn2c(NC3CCCCC3)c(-c3ccc(C)o3)nc2c1	16µM*	·	11µM*
COc1ccccc1NS(=O)(=O)c1cccc(C(=O)NC2CCN(Cc3ccccc3)CC2)c1	?	1%	23µM*
O=C(NCCc1ccncc1)Nc1ccccc1Cl	0%	-4%	-12%
Cc1sc2ncn(Cc3ccccc3F)c(=O)c2c1C	20%	-5%	-6%
c1ccc(SC23CC4CC(CC(C4)C2)C3)nc1	-12%	·	-26%
COc1ccccc1CNc1ncnc2nc[nH]c12	?	-3%	?
CCOc1ccc(NC(=O)CSc2nc3ccsc3c(=O)n2C(C)CC)cc1 (configuration not stated)	?	7%	10µM*
COc1cccc2cc(-c3ccccc3)oc12	-14%	·	-6%
O=C1Nc2ccc(NS(=O)(=O)c3cccs3)c3cccc1c23	-11%	-15%	-27%
O=c1[nH]c(=S)[nH]c2nc(-c3ccccc3)cnc12	-25%	·	-24%
S=C(NCc1ccc(Cl)cc1)NC1CCN(Cc2ccccc2)CC1	18µM*	-4%	16µM*
CC(C)N(C(=O)/C=C/c1cccc([N+](=O)[O-])c1)C(C)C	-15%	-2%	?
CCOc1nc(C)ccc1-c1noc(C)n1	-10%	-1%	1%
Cc1ccc(N2C(=O)C3CCC(C)(C2=O)C3(C)C)cc1C (configuration not stated)	3%	-14%	-3%
O=C(NC1CCS(=O)(=O)C1)c1ccccc1Cl (configuration not stated)	11%	-2%	8%
Cn1c(-n2cccc2)c(-c2c(-c3ccc(F)cc3)[nH]c3c2c(=O)n(C)c(=O)n3C)c(=O)n(C)c1=O	2%	-7%	-14%

An excerpt from above in order of number of heavy atoms, falling:
SMILES	TDP1 cell CPT	KAT2A inh	DT40 TDP1 no CPT
CCOc1ccc(NC(=O)CSc2nc3ccsc3c(=O)n2C(C)CC)cc1 (configuration not stated)	?	7%	10µM*
O=C(NCc1cccnc1)c1cc(S(=O)(=O)N2CCCCC2)ccc1Cl	-4%	-12%	-22%
N#Cc1c(NC(=S)NC(=O)c2ccccc2)sc2c1CCCCC2	?	·	?
O=C1Nc2ccc(NS(=O)(=O)c3cccs3)c3cccc1c23	-11%	-15%	-27%
CC(C)N(C(=O)/C=C/c1cccc([N+](=O)[O-])c1)C(C)C	-15%	-2%	?
c1ccc(SC23CC4CC(CC(C4)C2)C3)nc1	-12%	·	-26%

Molecules listed so far that have two or more sulfur atoms:
SMILES	TDP1 cell CPT	KAT2A inh	DT40 TDP1 no CPT
N#Cc1c(NC(=S)NC(=O)c2ccccc2)sc2c1CCCCC2	?	·	?
CCOc1ccc(NC(=O)CSc2nc3ccsc3c(=O)n2C(C)CC)cc1 (configuration not stated)	?	7%	10µM*
O=C1Nc2ccc(NS(=O)(=O)c3cccs3)c3cccc1c23	-11%	-15%	-27%

Next section.
SMILES	TDP1 cell CPT	KAT2A inh	DT40 TDP1 no CPT
O=C1N(Cc2cccc(Cl)c2)C[C@@H]2C[C@@H](c3cccc4cccnc34)N3CCC[C@@]123	?	0%	?
CCOc1ccc(S(=O)(=O)NCCC(=O)NCc2ccco2)cc1	-11%	·	2%
COc1ccccc1NC(=O)CSc1nnc(COc2ccccc2OC)n1C	-13%	-2%	7%
CCC(=O)c1ccc(OCC(=O)Nc2ccccc2C(=O)N2CCCCC2)cc1	?	2%	16µM*
O=C1CC(N(CCc2ccccc2)C(=S)Nc2ccccc2)C(=O)N1c1ccc(Br)cc1 (configuration not stated)	16µM*	-5%	18µM*
COc1cc(C)ccc1OCCSc1nc2ccc(NC(=O)c3ccco3)cc2s1	23µM*	-14%	10µM*
Cc1ccc(S(=O)(=O)Nc2cccc(-c3ccc(N4CCC(C)CC4)nn3)c2)s1	?	-20%	?
CCCn1c(N)c(N2CCCCC2)c(=O)n(CC(=O)Nc2ccc(OC(F)(F)F)cc2)c1=O	?	4%	?
CCn1c(SCC(=O)Nc2cccc(NC(C)=O)c2)nc2c([nH]c3ccccc32)c1=O	-11%	-3%	-22%
Cc1ccc(S(=O)(=O)N(C)c2ccc(C(=O)NC3CCCCC3)cc2)cc1	?	·	?
Cc1ccc(OCC(=O)Nc2ccc(CN3CCCCC3)cc2)c(C)c1	2%	-3%	?
COc1cc(Cl)c(CN2CCC(CCC(=O)NC3CC3)CC2)cc1OC	14%	-1%	14%
CCOC(=O)Cc1cnc(N)s1	2%	-6%	14%
O=C(Nc1ccccc1F)Nc1ccccc1Br	-25%	-5%	?
CCc1cc(C(=O)Cc2ccc(F)cc2)c(O)cc1O	-11%	-21%	?
COC(=O)COc1cccc2c(=O)n(CC(=O)NCCc3ccc(OC)c(OC)c3)ccc12	1%	1%	-6%
COc1ccc(NC(=O)CSc2nnnn2C2CCCC2)c(OC)c1	-1%	-8%	-2%
O=C(CSc1nnc(CNC(=O)c2ccccc2)o1)NCCc1ccccc1	0%	-19%	-13%
Cc1c(C2=CCN(S(=O)(=O)c3ccc(Br)cc3)CC2)c2ccccc2n1CC(=O)N1CCCC1	?	-2%	?
COc1ccc(-c2nnc(SC)n2C)cc1	-6%	2%	-18%
COc1ccccc1/C=C/C(=O)N1CCc2cc(OC)c(OC)cc2C1C (configuration not stated)	?	-10%	?
CC(=O)Nc1nnc(SCc2ccc(F)cc2)s1	-7%	-9%	-11%
Cc1ccc(N2CC(C(=O)Nc3ccccc3C(=O)NC3CCCCC3)CC2=O)cc1C (configuration not stated)	?	·	?
CCOc1ccc(CCNC(=O)COC(=O)c2cccc(S(=O)(=O)N3CCOCC3)c2)cc1OCC	-3%	-2%	-21%
COc1cc(OC)cc(-c2cc3nc(C)c(CCC(=O)NCc4ccccc4)c(C)n3n2)c1	?	-9%&-2%	18µM*
(list continues)
SMILES	TDP1 cell CPT	KAT2A inh	DT40 TDP1 no CPT
COc1ccc(-n2nnc(-c3nsc(NC(=O)c4cccc(C)c4)n3)c2C)cc1OC	?	23%	?
COc1ccc(CCNC(=O)C(=O)NCC2CCCN2S(=O)(=O)c2cc(C)ccc2C)cc1 (configuration not stated)	?	-1%	?
CCC(=O)NC1=C(C#N)C2(CCCC2)Cc2ccccc21	24%	-4%	-16%
COc1cc(/C=N/NC(=O)c2cccc3ccccc23)cc(OC)c1OC	-7%	?	?
COc1ccc(NC2=CC(c3ccc(OC)cc3)N(c3ccc(OC)cc3)C2=O)cc1 (configuration not stated)	-22%	-1%	-27%
Cc1ccc(NC(=O)Cn2c(=O)n(-c3ccc(C)cc3)c(=O)c3ccc(C(=O)NCc4ccccc4Cl)cc32)cc1	7.3µM*	0%	13µM*
CC(C)C[C@H](NC(=O)c1nc[nH]c1C(=O)N1CCc2ccccc2C1)C(=O)OC(C)(C)C	?	4%	?
O=C(O)CCn1cc(/C=C/C(=O)c2ccc(Cl)cc2)c(-c2cccc(Br)c2)n1	21µM*	-29%	23µM*
O=C1/C(=C/N(C(=O)c2ccco2)c2ccc(Cl)cc2)Sc2ccccc21	23µM*	-4%	16µM*
Cc1sc(NC(=O)C2CC(=O)N(Cc3ccco3)C2)nc1-c1ccccc1 (configuration not stated)	?	·	?
CC(=O)N1CCN(C(=S)c2ccc(-c3ccc(Cl)cc3)o2)CC1	?	-9%	26µM*
COc1ccc(-c2noc(CCC(=O)NCc3ccc(OC)cc3OC)n2)cc1	?	-3%	16µM*
CCOC(=O)c1ccc(NC(=O)C(C)Sc2nc(O)c(-c3ccccc3)c(=O)[nH]2)cc1 (configuration not stated)	0%	-20%	0%
COc1ccc(CC(=O)OCC(=O)Nc2ccc(F)cc2)cc1	-14%	-1%	-6%
CCOc1ccc2nc(NC(=O)NC3CCCCC3)sc2c1	?	-1%	21µM*
CC(=O)c1cc(CN2CCN(CCC(C)C)C(CCO)C2)cs1 (configuration not stated)	16µM*	-11%	?
CCOc1cc(/C=C2/C(=O)NN(c3cccc(Cl)c3)C2=O)ccc1O	4%	-7%	-16%
O=C(Cc1ccccc1[N+](=O)[O-])NCc1ccco1	6%	-9%	1%
CSCc1nnc(NC(=O)c2ccc(S(=O)(=O)N(C)C)cc2)o1	?	21%	?
Cc1cc(N/C(=N\S(=O)(=O)c2ccc(F)cc2F)c2ccccc2)no1	-3%	1%	0%
C/C(=N/OC(=O)c1cccc(C(F)(F)F)c1)c1cnccn1	1%	-12%	1%
O=c1sc(/C=N/Nc2ccccc2)c(Cl)n1Cc1ccccc1	-8%	6%	-22%
Cc1ccc2cccc(OCCCOc3ccccc3CO)c2n1	?	0%	23µM*
O=C(Cc1c(F)cccc1Cl)NCc1cccnc1	3%	-2%	-1%
COc1cc(C(=O)Nc2ccc(S(=O)(=O)N(C)c3ccccc3)cc2)cc(OC)c1OC	16µM*	-14%	?
Other results.
SMILES	TDP1 cell CPT	KAT2A inh	DT40 TDP1 no CPT
Cc1nc2ncnn2c(N2CCC(C(=O)NC3CCCC3)CC2)c1Cc1ccccc1	-29%	-17%	-30%
COc1ccc(OCC(=O)OCC(=O)NC2CCCC2)cc1	-7%	-4%	15%
COc1cccc(CNC(=O)c2ccc3c(Cl)c4c(nc3c2)CCCC4)c1	-25%	-2%	23µM*
Cc1ccc2oc(=O)c3cc(C(=O)N4CCN(C)CC4)sc3c2c1	-4%	0%	4%
CCOC(=O)CSc1nnc(Cn2nnc(-c3ccccc3)n2)n1CC	-9%	0%	-12%
Cn1nc(C(=O)N2CCOCC2)c2ccccc2c1=O	-1%	-2%	8%
COc1ccccc1OCC(=O)Nc1nnc(C2CCCC2)s1	-12%	-2%	19%
CCCS(=O)(=O)c1nc(S(=O)(=O)c2ccc(C)cc2)c(N2CC(C)OC(C)C2)s1 (configuration not stated)	?	-5%	?
CC(Sc1nnc(Cc2ccc3c(c2)OCO3)o1)C(N)=O (configuration not stated)	3%	-5%	0%
CCc1ccc(NC(=O)C(C)Oc2nnc(-c3cccs3)c(-c3cccs3)n2)cc1 (configuration not stated)	-18%	1%	?
Cc1nonc1C(=O)N/N=C/c1ccncc1	5%	-5%	10%
CCOc1ccc(OCCCC(=O)N2CCN(S(=O)(=O)c3ccc(Cl)cc3)CC2)cc1	?	-21%	?
CCn1c(C)c(C)c2cc(C(=O)NCC(C)c3ccccc3)ccc21 (configuration not stated)	16µM*	-29%	29µM*
O=C(Nc1cccc(Br)c1)Oc1cccc2cccnc12	5.2µM*	·	3.3µM*
CCN(C(=O)Cn1nc(C(=O)O)c2ccccc2c1=O)C1CCCCC1	-19%	3%	-10%
CCN(C(=O)CSc1nc2ccccc2n1CC(=O)Nc1ccccc1C)c1ccccc1	?	17%	21µM*
Cc1cc(C)n(C(=O)/C(C#N)=C/N(C)C)n1	-2%	0%	-17%
COC(=O)Cc1nc(Nc2ccccc2)sc1C	-2%	-6%	4%
Cc1ccc(-n2ncc3c2ncn2nc(-c4ccco4)nc32)c(C)c1	?	-1%	?
COc1ccc(C(C)(C)C)cc1NC(=O)c1ccoc1C	-17%	-5%	-30%
CCOC(=O)c1cnc(-c2ccccc2)nc1C(F)(F)F	4%	-5%	4%
O=C(Nc1cccc(Cl)c1Cl)c1cc2nc(-c3ccc4c(c3)OCO4)cc(C(F)(F)F)n2n1	4%	-3%	6%
COCCN(C(=O)C1CCC1)c1nnc(-c2cccnc2)s1	-10%	·	-14%
Cn1c(=O)c2c(ncn2CCC(=O)N/N=C/c2ccncc2)n(C)c1=O	8%	-1%	-9%
COc1ccc(OC)c(Nc2nc3nonc3nc2N2CCCCC2)c1	-5%	-10%	-15%
COc1cc(OC)c(C(=O)OCC(=O)Nc2ccc(N3CCOCC3)cc2)cc1OC	?	-8%	-24%
N#C/C(=C\c1ccc([N+](=O)[O-])cc1)C(=O)NCCCn1ccnc1	?	-27%	?
O=C(CN1CCN(c2ccccc2)CC1)N/N=C/c1cccc(F)c1	-17%	4%	-3%
